MCF10A rereplic – A quantitative high throughput screen for small molecules that induce DNA re-replication in MCF 10a normal breast cells; MCF 10A DNA re-replication, Hoechst nuclear intensity, 48 h; Potency, µM (highest dose often 46.1 µM), inactives show top-dose activity, positive = re-replication, most hits filed as activators; 350,000 tested, 2.9% active; note: potency is the fitted concentration of half-maximal effect; % of control where 0% means no effect; nearly all actives have a fitted effect of over 50% in size
Nrf2 activator – qHTS of Nrf2 Activators | AID 624171, 2012 | Potency, µM (series often up to 46.1 µM), without a hit: at the highest dose activation, actives largely listed as activators | 410,000 tested, 0.31% active | AREc32 ARE-luciferase reporter (MCF7-derived line), luminescence, 24 h; note: potency is the fitted concentration of half-maximal effect; % of control where 0% means no effect; nearly all actives have a fitted effect of over 65% in size
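Nrf2 activation is followed as ARE-luciferase induction in the AREc32 line after one day of compound treatment; luminescence is read with Steady-Glo.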
S2 tox – Viability Counterscreen for Primary qHTS for Inhibitors of ATXN expression | S2 cells (HEK-293 line with an ATXN2-luciferase reporter) viability, CellTiter-Fluor protease fluorescence, 24 h | Potency, µM (doses to about 56.7 µM), most hits filed as cytotoxic | 400,000 tested, 0.49% active; note: potency is the fitted concentration of half-maximal effect; nearly all actives have a fitted effect of over 40% in size
TGFb SMAD3 inh – qHTS for Inhibitors of TGF-b | Potency, µM (doses to about 46.1 µM), without a hit: top-dose activity, negative = inhibition, most hits filed as inhibitors | AID 588855, 2011 | HepG2 CAGA-GFP TGF-b/SMAD3 reporter, GFP fluorescence, 18 h; TGF-beta stimulated, 500 pg/mL final | 410,000 tested, 1.2% active; note: potency is the fitted concentration of half-maximal effect; % is set by controls: 0 for no effect and ±100 for the full control effect; nearly all actives have a fitted effect of over 65% in size
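Using HEPG2 CAGA-GFP reporter cells at 1000 cells/well, we pinned test compounds, stimulated with recombinant TGF-beta (500 pg/mL final) and measured total well GFP after 18 h.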
ATXN2 expr inh – Primary qHTS for Inhibitors of ATXN expression; HEK-293 ATXN2-luciferase reporter, luminescence, 24 h; Potency, µM (series often up to 57 µM), for inactives: at the highest dose activity change, negative = inhibition, actives largely listed as inhibitors; 360,000 tested, 0.72% active; AID 1745845, 2022; note: potency is the fitted concentration of half-maximal effect; % is set by controls: 0 for no effect and ±100 for the full control effect; nearly all actives have a fitted effect of over 55% in size
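qHTS (up to 57 uM final) was run with 24 h compound exposure of reporter cells at 37 °C. Each well was multiplexed: SteadyGlo luminescence measured ATXN2-luciferase expression after a fluorogenic Gly-Phe-AFC viability readout (25 uM final).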
Nrf2 block – Nrf2 qHTS screen for inhibitors. A549 ARE-Fluc reporter, luciferase luminescence, 18-24 h. Potency, µM (doses to about 46 µM), for inactives: at the highest dose activity change, negative = inhibition, actives largely listed as inhibitors. 360,000 tested, 2.1% active. AID 504444, 2011; note: potency is the fitted concentration of half-maximal effect; % is set by controls: 0 for no effect and ±100 for the full control effect; nearly all actives have a fitted effect of over 60% in size
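In this cell-based qHTS, ARE-driven firefly luciferase in A549 cells reports Nrf2 activity; the luminescent signal after BugLite lysis is the measured value, with a prior CellTiter-Fluor read for cell health.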
IL1B secr inh – qHTS for Inhibitors of Inflammasome Signaling: IL-1-beta AlphaLISA Primary Screen. THP-1 LPS/ATP IL-1B secretion, AlphaLISA, 16 h; stronger effect = lower value. activity change, % at 57.5 µM. 360,000 tested, 4.7% active. AID 743279, 2014; in the data active = activity change below about -50%; inconclusive = mostly about -30% to -49%; note: % is set by controls: 0 for no effect and ±100 for the full control effect
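Secreted IL-1B measured by AlphaLISA bead assay after 16 h compound exposure of THP-1 cells; compounds (final up to 57.5 uM) added 1 h before LPS (250 ng/mL) and ATP (1.25 mM) stimulation; lower signal means less secretion.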
HepG2 viability – qHTS for Inhibitors of TGF-b: Cytotox Counterscreen; HepG2 CAGA-GFP viability, ATP luminescence, 18 h; Potency, µM (titrated, usually from 46.1 µM), without a hit: at the top dose activity change, negative = cytotoxicity, usual class: cytotoxic; 410,000 tested, 0.76% active; AID 588856, 2011; note: potency is the fitted concentration of half-maximal effect; some results filed as inactive show a strong effect at the top dose
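CellTiter-Glo luminescence gave cytotoxicity after 18 hours at 37 degrees C. The cells were HepG2 CAGA-GFP in 1% FBS DMEM, stimulated with 500 pg/mL TGF-beta after compound addition. %Activity was normalised to no-cell wells (complete cell-killing) and DMSO (no toxicity), and curves were fitted and classified.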
A549 tox – Nrf2 qHTS screen for inhibitors: counterscreen for cytotoxicity. A549 ARE-Fluc cells, CellTiter-Fluor viability, 18-24 h. Potency, µM (top dose mostly 46 µM), for inactives: at the top dose activity change, negative = cytotoxicity, hits mostly inhibitors. 390,000 tested, 0.16% active; note: potency is the fitted concentration of half-maximal effect; % is set by controls: 0 for no effect and ±100 for the full control effect
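Cytotoxicity counterscreen: CellTiter-Fluor fluorescence was measured in A549 ARE_Fluc cells after 18-24 h of compound exposure in a concentration series. The subsequent BugLite luminescent read reports ARE-luciferase activity.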
Active calls of the source: *; i = inactive; ? = inconclusive; . = no result given; [ ] = remark or other dose. Unless noted, calls come from the whole dose curve; as a rule, active = well fitted curve in the direction sought with a large enough effect; inconclusive = small, poorly fitted or top-dose-only effect, or another doubt; inactive = no such curve, though single readings can be large; an effect the other way counts as inactive or inconclusive.

Under each structure – TGFb SMAD3 inh, S2 tox, Nrf2 block, HepG2 viability, A549 tox, IL1B secr inh, ATXN2 expr inh, Nrf2 activator, MCF10A rereplic
1: CC(CCC(=O)O)C1CC[C@H]2C3CCC4CC(=O)CCC4(C)[C@H]3CC(=O)C12C (stereo not given in full)
 : 0%, i, ?, 0%, -7%, -13, -6%, 2.8%, 1%
2: CCOC(=O)c1cccc(NC(=O)Cn2ncc3c4ccccc4n(Cc4ccccc4)c3c2=O)c1
 : 4%, i, -8%, 4%, -2%, ., 5%, -0.8%, .
3: COc1ccc(N2CCN(C(=O)c3cnc(N4CCCC4)nc3C)CC2)cc1
 : -17%, i, ., 2%, 4%, ., 0%, -1.1%, .
4: COc1cccc(C(=O)Nc2ccccc2SCc2cc(=O)c3cccc(C)c3[nH]2)c1
 : 2%, ?, ., -40%, 2%, ., 8%, 5.4%, .
5: CC(C)(C)OC(=O)C[C@@H]1C/C=C\C[C@H](CC(=O)N[C@H](CO)Cc2ccccc2)C(=O)N2CCC[C@H]2COC1=O
 : 10%, i, 8%, 3%, -3%, -6, 2%, 6.0%, 14%
6: CCOc1cc(/C=C2/C(=O)ON=C2C)ccc1OCc1ccccc1F
 : ?, ?, 4.1µM*, 16µM*, ?, -100*, ?, 2.0%, ?
7: CCCCOc1ccccc1C1C(C(N)=O)=C(C)Nc2nnnn21 (stereo not given)
 : 2%, i, 11%, -5%, 0%, 17, -8%, 0.4%, 2%
8: Cc1nnc2n(-c3ccccc3)c(=O)c3c4c(sc3n12)CCCC4
 : 7%, i, -9%, 0%, -14%, -5, 0%, -0.5%, -7%
9: CCCCNC(=O)N(C)c1nncnc1C(=O)NC
 : -7%, i, 5%, -16%, 0%, -18, 7%, 0.0%, ?
10: Cc1cccc(NC(=O)c2ccc([N+](=O)[O-])o2)c1
 : 11µM*, ?, -26%, 22µM*, -9%, -102*, -7%, -1.1%, 2.9µM*
11: Cc1csc2nc(-c3cccc(NC(=O)c4ccccc4Cl)c3)cn12
 : -8%, i, ., -26%, 7%, ., -8%, 2.9%, .
12: Fc1ccc(CSc2ncnc3c2oc2ccccc23)cc1
 : -15%, i, ?, -15%, 13%, 23, -13%, -0.3%, 6%
13: O=C(CN1C(=O)COc2ccc(S(=O)(=O)NC3CCCC3)cc21)NCc1ccccc1Cl
 : -2%, ?, 13%, -1%, -1%, ., -2%, -0.3%, .
14: COc1ccc(C)cc1NC(=O)CCS(=O)(=O)c1cccc2nonc12
 : -5%, i, 4%, -9%, -15%, 5, 4%, -0.2%, 2%
15: Cc1cc(C)c2sc(N(CCCN(C)C)C(=O)c3ccc(S(=O)(=O)N(C)C4CCCCC4)cc3)nc2c1
 : ?, ., -8%, -114%, -22%, -95*, ?, -2.4%, ?
16: O=C(NCCc1ccccc1)c1ccco1
 : 6%, ?, ?, -2%, -3%, 5, 20%, 2.7%, 0%
17: Cc1ccc(SCC(=O)OCC(=O)NC(C)c2ccc(F)cc2)cc1 (stereo not given)
 : 0%, i, -10%, -12%, 2%, 14, -10%, 0.1%, 0%
18: CCCCCC(=O)NNC(=O)c1c(O)c2ccccc2n(CC)c1=O
 : -10%, i, ?, -7%, ?, -3, -32%, -0.4%, ?
19: CC(=O)Nc1ccc(NC(=O)C(C)OC(=O)C2CCC2)cc1 (stereo not given)
 : -7%, i, -4%, 0%, 5%, 8, -3%, 0.5%, -3%
20: Cc1noc(/C=C/c2ccccc2F)c1S(=O)(=O)N1CCC(C(=O)NCC(C)c2ccccc2)CC1 (stereo not given)
 : 0%, ., ., 0%, 1%, ., ., -0.1%, .

Nrf2 block, entries above that show a hit.
nr	smiles	TGFb SMAD3 inh	Nrf2 block	IL1B secr inh	Nrf2 activator
6	CCOc1cc(/C=C2/C(=O)ON=C2C)ccc1OCc1ccccc1F	?	4.1µM*	-100*	2.0%

Structures above with an aryl methoxy group (3):
Under each structure – TGFb SMAD3 inh, S2 tox, Nrf2 block, HepG2 viability, A549 tox, IL1B secr inh, ATXN2 expr inh, Nrf2 activator, MCF10A rereplic
3: COc1ccc(N2CCN(C(=O)c3cnc(N4CCCC4)nc3C)CC2)cc1
 : -17%, i, ., 2%, 4%, ., 0%, -1.1%, .
4: COc1cccc(C(=O)Nc2ccccc2SCc2cc(=O)c3cccc(C)c3[nH]2)c1
 : 2%, ?, ., -40%, 2%, ., 8%, 5.4%, .
14: COc1ccc(C)cc1NC(=O)CCS(=O)(=O)c1cccc2nonc12
 : -5%, i, 4%, -9%, -15%, 5, 4%, -0.2%, 2%

(further entries)
Under each structure – TGFb SMAD3 inh, S2 tox, Nrf2 block, HepG2 viability, A549 tox, IL1B secr inh, ATXN2 expr inh, Nrf2 activator, MCF10A rereplic
21: O=C(Nc1ccn(Cc2ccccc2F)n1)c1ccc(COc2ccc(Br)cc2)cc1
 : -17%, i, 6.5µM*, -47%, ?, -27, ?, -0.7%, ?
22: Nn1c(SCC(=O)NC2CCCCC2)nnc1-c1ccccc1F
 : -7%, i, 4%, 1%, 5%, -1, 6%, 0.1%, -4%
23: CC(C)OCCCNC(=S)NNC(=O)C(c1ccccc1)c1ccccc1
 : -7%, i, 15%, -8%, 6%, 1, 4%, -0.1%, -5%
24: O=C1c2nc3cc(-c4ccco4)[nH]n3c(=O)c2CN1C1CCCCC1
 : -10%, i, -10%, 3%, 0%, -10, ., ?, 3%
25: CCCCC(=O)NC1(C(F)(F)F)C(=O)Nc2c1c(=O)n(C)c(=O)n2C (stereo not given)
 : 12%, i, 19%, 24%, -6%, 18, 2%, 0.2%, 0%
26: COc1cccc2cc(C(C)N(CCCN3CCOCC3)C(=S)Nc3cccc(C)c3)oc12 (stereo not given)
 : -2%, i, ?, 3%, 3%, 20, -23%, -0.5%, ?
27: CC(C)(C)OC(=O)C[C@H]1C/C=C\C[C@@H](CC(=O)N(CCO)Cc2ccccc2)C(=O)N[C@H](Cc2c[nH]c3ccccc23)COC1=O
 : -28%, ?, 13%, -1%, -6%, -22, -23%, 4.3%, ?
28: Cc1ccc(C)c(S(=O)(=O)N2CCCOC2CNC(=O)C(=O)NCc2ccc3c(c2)OCO3)c1 (stereo not given)
 : 12%, i, -19%, -30%, 2%, -4, -6%, -0.2%, 6%
29: O=C(O)CC/C(=N/NC(=O)CNC(=O)C(c1ccccc1)c1ccccc1)c1ccccc1
 : 0%, i, 2%, -8%, 7%, -9, -14%, 0.4%, 9%
30: Clc1ccc(NC2(c3nnnn3C3CCCCC3)CCCCC2)cc1
 : -2%, i, -6%, -33%, -4%, 3, -4%, -0.1%, 5%
31: CC1(Oc2cccc(F)c2)CCN(Cc2ccc(-c3ccccn3)cc2)C1 (stereo not given)
 : 20%, i, ., -30%, ., 7, -9%, 0.0%[9.22 µM], .
32: O=C(CN1C(=O)C2C3C=CC(C3)C2C1=O)Nc1nc(-c2ccccn2)cs1 (stereo not given)
 : ?, i, -28%, -19%, 0%, 32, -23%, 2.2%, -2%
33: COc1ccc2nc(SCc3cnc(C)nc3N)[nH]c2c1
 : 5%, i, -22%, -2%, 0%, -4, 3%, -1.3%, 3%
34: Cc1nc(C(C)NC(=O)c2ccc(OC3CCN(Cc4ccccn4)CC3)cc2)c(C)s1 (stereo not given)
 : 3%, i, 11%, -1%, -9%, -2, -13%, 0.0%, 2%
35: O=C(Nc1nc2ccc(SC(F)F)cc2s1)c1ccc(NS(=O)(=O)c2ccc(F)c(F)c2)cc1
 : ?, i, ?, -61%, -19%, 27, 27%, 5.7%, 18µM*
36: O=C1c2ccccc2C(=O)N1OCc1cccc(Cl)c1
 : 14%, i, -10%, -30%, -3%, -2, 4%, 8.4%, -1%
37: CCN(CC)S(=O)(=O)c1ccc(-c2csc(C)n2)cc1
 : ?, i, 2%, -20%, -7%, 5, ., 6.4%, ?
38: Cc1ccc(NC(=S)NCc2ccccc2)cc1[N+](=O)[O-]
 : ?, i, 4%, -30%, 0%, ?, 0%, 0.0%, ?
39: C[C@@H]1CN([C@H](C)CO)C(=O)c2cc(Br)cnc2O[C@H]1CN(C)C(=O)Cc1ccncc1
 : -17%, i, ., -1%, ., 14, 2%, 1.0%, .
40: Cc1ccc(NC(=S)N2CCCCC2CO)cc1C (stereo not given)
 : 0%, i, ?, -16%, -2%, 15, 9%, 2.5%, 0%
41: Cc1ccc(Cn2cc(/C=C/C(=O)O)c(-c3ccccc3)n2)cc1
 : -6%, i, -1%, 3%, -1%, 31, 2%, -0.1%, 4%
42: CC(C)NS(=O)(=O)c1ccc(OCC(=O)N2CCc3ccccc3C2)cc1
 : 11%, i, ?, 1%, 0%, 36, -2%, 0.4%, 10%
43: CCOC(=O)CN1CC23C=CC(O2)C(C(=O)NCc2ccccc2OC)C3C1=O (stereo not given)
 : -11%, i, 14%, -19%, -3%, -19, -7%, -0.7%, 4%
44: CCC(C)NC(=O)C1c2ccccc2C(=O)N1Cc1ccc(F)cc1 (stereo not given)
 : 0%, i, -10%, -1%, 1%, -5, -11%, -0.4%, 6%
45: CCc1nnc(NC(=O)C2=CCN(S(=O)(=O)c3ccc(F)cc3)CC2)s1
 : ?, i, ?, 2%, 15%, -5, ., -0.1%, -2%
46: COc1cc(C(CC(=O)Nc2ccccn2)N2Cc3ccccc3C2=O)cc(OC)c1OC (stereo not given)
 : 11%, i, 7%, 0%, 1%, 5, ., 0.3%, -8%
47: Cn1nnc2cc(NC(=O)Nc3ccccc3F)ccc21
 : 3%, i, ., -47%, ., ?, ., -1.8%, .
48: CC1CCCCN1CC(=O)N1CCCc2c1c(=O)oc1ccc(OCc3ccccc3)cc21 (stereo not given)
 : ?, i, -15%, -21%, -12%, ., -16%, 5.9%, .
49: O=C1C(=Cc2cn(-c3ccccc3)nc2-c2ccc(OCc3ccccc3)cc2)SC(=S)N1CCS(=O)(=O)O
 : 4%, i, ., 3%, ., 34, 44%[activator], -0.4%, .

Bioassay records (PubChem)
